Screening results from PubChem BioAssay.
GCN5L2 inh: inhibitors of human GCN5L2 histone acetyltransferase | Potency, µM (top dose mostly 58.9 µM), without a hit: at the highest dose activity change, negative = inhibition, most hits filed as inhibitors | Q92830 | GCN5L2 HAT assay, ThioGlo1 CoA-SH fluorescence | 0.21% of 390,000 active | AID 504327
Target sequence (Q92830 whole entry, looked up): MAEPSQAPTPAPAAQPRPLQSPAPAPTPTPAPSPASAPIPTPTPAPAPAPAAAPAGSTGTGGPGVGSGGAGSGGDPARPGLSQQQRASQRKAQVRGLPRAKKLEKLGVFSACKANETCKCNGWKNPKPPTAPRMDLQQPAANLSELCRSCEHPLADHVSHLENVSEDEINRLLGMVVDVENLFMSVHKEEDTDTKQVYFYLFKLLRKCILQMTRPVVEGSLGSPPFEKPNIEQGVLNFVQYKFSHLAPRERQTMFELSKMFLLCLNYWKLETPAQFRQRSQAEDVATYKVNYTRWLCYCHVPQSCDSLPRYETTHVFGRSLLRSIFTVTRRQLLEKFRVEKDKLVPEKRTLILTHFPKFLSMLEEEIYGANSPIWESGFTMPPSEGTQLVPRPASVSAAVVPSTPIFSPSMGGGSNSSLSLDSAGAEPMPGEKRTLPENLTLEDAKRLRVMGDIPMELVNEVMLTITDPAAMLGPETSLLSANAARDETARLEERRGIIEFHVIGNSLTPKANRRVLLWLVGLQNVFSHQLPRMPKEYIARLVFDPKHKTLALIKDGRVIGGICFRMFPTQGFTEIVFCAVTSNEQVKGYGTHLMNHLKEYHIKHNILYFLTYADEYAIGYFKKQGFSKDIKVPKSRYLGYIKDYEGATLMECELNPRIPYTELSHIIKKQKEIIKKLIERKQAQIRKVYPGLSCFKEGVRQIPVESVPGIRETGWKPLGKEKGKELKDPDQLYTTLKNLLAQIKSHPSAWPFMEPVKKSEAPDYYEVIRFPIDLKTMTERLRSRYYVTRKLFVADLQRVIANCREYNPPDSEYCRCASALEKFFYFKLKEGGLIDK
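Free CoA generated was detected with ThioGlo1 (50uM) fluorescence at Ex340nm/Em540nm, read immediately and after 20 min at room temperature. Enzyme, 20 nM in HEPES pH 7.5 buffer, saw compounds 15 min before adding 75uM H3(1-25) peptide and 70uM acetyl-CoA.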
DT40 TDP1 no CPT: qHTS for Inhibitors of human tyrosyl-DNA phosphodiesterase 1 (TDP1): qHTS in cells in absence of CPT | DT40 Tdp1-/- hTDP1 cells, no CPT, ATP luminescence, 48 h | Potency, µM (series often up to 46.2 µM), for the others: top-dose activity change, negative = growth inhibition, most hits filed as inhibitors | 15% of 420,000 active | AID 686978, 2013; also: nearly all actives have a fitted effect of over 55% in size
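Chicken DT40 Tdp1-/- cells stably complemented with human TDP1 were seeded at 400 cells/well with DMSO in place of 20 nM camptothecin. After compound pinning, cells grew at least 48 hr at 37 °C; viability read by CellTiter-Glo luminescence.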
DT40 TDP1 CPT: growth inhibition of DT40 Tdp1-/-;hTDP1 cells with camptothecin (screen for TDP1 inhibitors); chicken DT40 Tdp1-/-;hTDP1 cells + 20 nM CPT, ATP luminescence, 48 h; Potency, µM (series often up to 46.2 µM), without a hit: at the highest dose activity change, negative = growth inhibition, most hits filed as inhibitors; 12% of 420,000 active; AID 686979; also: nearly all actives have a fitted effect of over 55% in size
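Chicken DT40 Tdp1-/- cells stably complemented with human TDP1 were seeded at 400 cells/well in medium containing 20 nM camptothecin, exposed to pin-transferred compounds, and grown at 37 °C for at least 48 hr. Viability was read as ATP luminescence.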
* = called active by the depositor; ? = inconclusive; · = no result given; & = joins results of further samples. Calls follow the shape of the dose curve; as a rule, active = well fitted curve in the direction sought with a large enough effect; inconclusive = small, poorly fitted or top-dose-only effect, or another doubt; inactive = no such curve, though single readings can be large; an effect the other way counts as inactive or inconclusive. % is scaled to controls: 0 for no effect and ±100 for the full control effect; potency is read from the fitted curve at half-maximal effect.

SMILES	GCN5L2 inh	DT40 TDP1 no CPT	DT40 TDP1 CPT
CN(C)CCCN(C(=O)CCS(=O)(=O)c1ccccc1)c1nc2cc3c(cc2s1)OCO3	-3%	1.5µM*	1.3µM*
COc1ccccc1C(=O)N/N=C(\C)CC(=O)Nc1ccc(Cl)cn1	-2%	-14%	12%
O=C(O)CC1(CC(=O)Nc2cccc(C(F)(F)F)c2)CCCC1	-1%	-13%	-3%
Cc1cc(C)cc(Nc2ncc3c(n2)CCCC3=O)c1	-1%	-7%	-23%
CSc1nsc(SCC(=O)Nc2nc3ccccc3s2)n1	-5%	?	4%
Cc1nc2sc3c(c2c(=O)o1)CCCC3	0%	-9%	-16%
O=C(COC(=O)c1ccc2c(=O)n3c(nc2c1)CCC3)Nc1ccccc1F	1%	4%	3%
CCOC(=O)c1c(C)c(-c2ccccc2)n(CC(=O)NCCCN(CC)CC)c1C	0%	?	-17%
NS(=O)(=O)c1ccc(CNC(=O)c2cc(-c3cccnc3)nc3ccc(Cl)cc23)cc1	-8%	-18%	-22%
CC(C)C[C@H]1CNC(=O)C(=O)N1CC1CCN(CC2CCC(C)CC2)CC1 (some centres undefined)	·	1%	0%
Cc1cccc(NC(=O)CNC(=O)COc2cccnc2[N+](=O)[O-])c1C	0%	4%	-8%
COCCN(CC(=O)Nc1cccc(C)c1C)C(=O)c1ccc(-n2cccn2)cc1	1%	6%	-2%
O=C1C2CCCN2C(c2cccc(F)c2)N1c1cccc(Cl)c1 (centres undefined)	-5%	1%	8%
O=C(NCc1ccc(F)cc1)c1ccc(CS(=O)Cc2ccccc2Cl)o1 (centres undefined)	-2%	-5%	?
NS(=O)(=O)c1cc(C(=O)O)cc(N2CCCC2)c1Oc1ccccc1	?	-2%	-7%
Cc1ccc(SCCNS(C)(=O)=O)cc1	0%	-7%	-9%
Cc1ccc(S(=O)(=O)CCC(=O)OCC(=O)NCC(=O)Nc2cccc(C)c2C)cc1	-1%	-12%	-22%
CC(C)CNC(C(=O)Nc1ccc([N+](=O)[O-])cc1Br)c1ccccc1 (centres undefined)	-8%	-35%	-15%
O=C1/C(=C\Nc2ccc(Cl)cc2)CCN1c1ncccn1	-4%	?	?
COc1cc(OC)cc(-c2c(-c3cccs3)c3cc(-c4ccc5[nH]ccc5c4)ccc3n2C)c1	-5%	?	?
COc1cccc(N2CCN(C(=O)c3ccc(C)c(NC(=O)c4nsc5ccccc45)c3)CC2)c1	-6%	18µM*	?
Cc1nc([N+](=O)[O-])cn1C(C)C	-3%	-1%	22%
CCn1cc(C(=O)NCc2ccccn2)c(=O)c2cc(F)c(N3CCN(C)CC3)cc21	-8%	-6%	0%
CC(CN1CCN(C)CC1)OC(=O)c1ccc(Cl)cc1Cl (centres undefined)	·	-6%	-18%
NS(=O)(=O)c1ccc(NC(=S)NNC(=O)c2ccc(Br)o2)cc1	-11%	21%	-3%

(further entries)
SMILES	GCN5L2 inh	DT40 TDP1 no CPT	DT40 TDP1 CPT
Cc1ccc(-c2nc(CS(=O)(=O)CC(=O)N3CCN(c4cccc(C)c4C)CC3)c(C)o2)cc1	-3%	?	?
O=C1CCC/C(=N/NC(=O)c2cc(NS(=O)(=O)c3cccs3)cc(NS(=O)(=O)c3cccs3)c2)C1	-1%	-4%	0%
COc1ccc(-c2nc(S(=O)(=O)c3ccccc3)c(N3CCOCC3)o2)cc1	1%	-19%	-9%
COc1ccc(Cl)cc1NC(=O)CCn1c(=O)oc2ccccc21	-7%&-7%	-3%&-1%	-14%&4%
Cc1ccc(SCC(=O)c2sc(-c3ccccc3)nc2C)cc1	-10%	-24%	-16%
CCOC(=O)CN/C=C(\C#N)c1ccc(F)cc1	17%	9%	-4%
Cc1ccc(NC(=O)CCn2nc(C)cc2C)cc1	-1%	-4%	0%
CC(C)(C)c1cc(C(=O)NCCN2CCCC2)cc(C(C)(C)C)c1	1%	?	?
CC(=O)C1=NN(c2ccccc2)C2(S1)S/C(=C\c1ccccc1)C(=O)N2c1ccccc1 (centres undefined)	2%	?	?
CC(=O)NC(C)(c1ccccc1)c1nc(-c2cccc(F)c2)cs1 (centres undefined)	·	?	29µM*
Cc1ccc(S(=O)(=O)N2CCOCC2)cc1C(=O)Nc1cc(S(=O)(=O)N2CCCCC2)ccc1O	·	?	?
CNS(=O)(=O)c1ccc(C(=O)NCC(=O)NC(C)c2cccs2)cc1 (centres undefined)	-5%	20%	-11%
O=C(COC(=O)/C=C/c1ccco1)NCc1ccccc1Cl	-7%	-20%	-12%
O=C(CNC(=O)c1n[nH]c2ccccc12)Nc1ccc(F)c(F)c1F	-3%	8%	3%
Cc1ccc(S(=O)(=O)N2CCC(C(=O)NCC3CCCCC3)CC2)cc1	-5%	1%	-2%
CC1CCCCC12NC(=O)N(CC(=O)Nc1ccc(S(=O)(=O)Nc3ncccn3)cc1)C2=O (centres undefined)	1%	-15%	1%
CN(CC(=O)Nc1ccc(Cl)c(Cl)c1)C(=O)CNC(=O)C1CCCCC1	1%	-10%	-20%
CS(=O)(=O)c1nc(S(=O)(=O)c2ccc(Cl)cc2)c(N2CCCCC2)s1	-7%	-22%	?
COc1ccc(OC)c(C(=O)NC(CC(N)=O)c2ccc(NCCOc3ccccc3)c([N+](=O)[O-])c2)c1 (centres undefined)	-4%	?	?
CCc1noc(C)c1C(=O)N(C)CC(=O)Nc1cccc(OC)c1	3%	3%	-9%
CSc1ccccc1NC(=O)CSCc1ccccc1Br	-2%	-30%	-17%
COc1ccc(OC)c(C(Cc2ccnc3ccccc23)Cc2ccnc3ccccc23)c1	·	13µM*	13µM*
CCc1ccccc1OCC(=O)Nc1ccc(F)c(S(=O)(=O)N2CCOCC2)c1	-3%	?	?
CC1CCC2(CC1)NC(=O)N(CC(=O)N1CC(C)CC(C)C1)C2=O (centres undefined)	-5%	-23%	-19%
Cc1ccc(C2NC(=O)Cc3ccccc32)cc1 (centres undefined)	-4%	-22%	-22%

Of the compounds above, these have bromine:
SMILES	GCN5L2 inh	DT40 TDP1 no CPT	DT40 TDP1 CPT
CC(C)CNC(C(=O)Nc1ccc([N+](=O)[O-])cc1Br)c1ccccc1 (centres undefined)	-8%	-35%	-15%
NS(=O)(=O)c1ccc(NC(=S)NNC(=O)c2ccc(Br)o2)cc1	-11%	21%	-3%
CSc1ccccc1NC(=O)CSCc1ccccc1Br	-2%	-30%	-17%

(continued)
SMILES	GCN5L2 inh	DT40 TDP1 no CPT	DT40 TDP1 CPT
Cc1noc(C)c1-c1ccc(C(=O)NCc2cccc(Cl)c2)c2occc12	·	?	?
CCOC(=O)C1CCCN(c2c(C(=O)c3ccccc3)cnc3ccccc23)C1 (centres undefined)	-13%	-29%	-10%
CC(C)C(=O)NNC(=O)CSc1ncnc2c1cnn2-c1ccccc1Cl	3%	-5%	-4%
O=C(COc1cccnc1[N+](=O)[O-])Nc1cccc(S(=O)(=O)N2CCOCC2)c1	-6%	?	-1%
CN(CC(=O)Nc1ccc(OC(F)(F)F)cc1)C(=O)c1ccc(N2CCCC2=O)cc1	1%	-18%	-26%
CCCN1C2=C(C(=O)CC(C)(C)C2)C(c2ccc(F)cc2)C2=C1c1ccccc1C2=O (centres undefined)	3%	?	20µM*
COC(=O)c1ccc(C(=O)N2CCc3c(C(=O)NC(C)c4ccco4)c(OC)cc(=O)n3CC2)cc1 (centres undefined)	·	-4%	-1%
Cc1ccc(S(=O)(=O)NCc2ccccc2)cc1C(=O)NCC(=O)Nc1c(C)cccc1C	·	21µM*	?
COc1ccc(CCN2CCCn3c2nc2c3c(=O)n(CC(N)=O)c(=O)n2C)cc1OC	-25%	-9%	4%
Fc1ccccc1-c1nnc2c3ccccc3nc(N3CCOCC3)n12	-2%	?	-28%
Nc1nc(/C=C/c2ccc(F)cc2)nc(-c2ccccc2O)n1	-4%	-29%	?
O=c1c2cc([N+](=O)[O-])ccc2sn1-c1ccccc1	·	2.9µM*	4.6µM*
O=C(COc1ccc(Cl)cc1)Nc1cccc(-c2ccc(N3CCOCC3)nn2)c1	3%	?	?
O=c1c(O)c(-c2ccc(O)c(O)c2)oc2c(OC[C@@H]3O[C@@H](O)[C@@H](O)[C@H](O)[C@H]3O)c(O)cc(O)c12	·	-8%	-2%
CC1CCCCN1C(=O)CSc1nnc(-c2ccccc2F)o1 (centres undefined)	-5%	-11%	-18%
CC(=O)c1ccc(NC(=S)N2CCC(Cc3ccccc3)CC2)cc1	-8%	?	-21%
O=C(Nc1ccc(Br)cc1)Nc1ccccc1Cl	0%	10µM*	15µM*
CN(C(=O)NC(=O)C1=C(N2CCOCC2)/C(=C/c2ccccc2)CC1)S(C)(=O)=O	-13%	-14%	-26%
CCOC(=O)CSC1=C(C#N)C(c2ccc(Cl)cc2)C(C(=O)OC)C(=O)N1 (centres undefined)	-4%	?	?
CCN(CC)S(=O)(=O)c1ccc(N2CCOCC2)c(NC(=O)c2ccc(=O)[nH]c2)c1	-4%	3%	8%
COc1ccccc1NC(=O)COc1ccc(CO)cc1Cl	-7%	?	-26%
Cc1ccc(S(=O)(=O)Cc2ccc(C(=O)NCCCN3CCCC3=O)o2)cc1	3%	-24%	-6%
CCC(CC)C(=O)Nc1nc(-c2ccc3c(c2)CCN3C(=O)C2CC2)c(C)s1	-7%	23µM*	?
CCCCOc1ccc(/C(O)=C(\C#N)c2nc3ccccc3[nH]2)cc1	12%	3%	-18%
CC(C)NCC(O)COCCOc1ccc(C(C)(C)C)cc1 (centres undefined)	1%	?	-27%

Next entries.
SMILES	GCN5L2 inh	DT40 TDP1 no CPT	DT40 TDP1 CPT
COC(=O)c1cc2nc(-c3ccc(OC)cc3)cc(C(F)(F)F)n2n1	2%	-22%	-19%
Cc1oc(-c2ccc(C(=O)NCc3cccc(F)c3)cc2)nc1COc1ccccc1	1%	-30%	-23%
O=C1C(=O)N(CCN2CCOCC2)C(c2cccc(Cl)c2)/C1=C(/O)c1ccc2c(c1)OCO2 (centres undefined)	-2%	12%	14%
Cc1ccc(S(=O)(=O)Nc2ccc3c(c2)nc(CN2CCCC2)n3C)cc1	0%	3%	-17%
CSc1nnnc2ccccc12	·	0%	11%
O=C(C1CCCCC1)N1CCC(c2nc3ccccc3[nH]2)CC1	-1%	-3%	-12%
COc1ccc(NC(=O)CN2C(=O)C3(SCC(=O)N3c3ccccc3)c3ccccc32)cc1Cl (centres undefined)	-13%	?	?
Cc1cnc(CNc2ccnc(-c3ccoc3)n2)cn1	-8%	12%	11%
CC(C)c1ccc(NS(=O)(=O)c2cn(C)c(=O)n(C)c2=O)cc1	-10%	-15%	-8%
O=C(Nc1cccc(S(=O)(=O)N2CCOCC2)c1)c1cnccn1	-3%	14%	?
O=C(CCc1ccccn1)N1CCCC(Nc2ccc(F)cc2)C1 (centres undefined)	-10%	5%	-5%
O=C(NCCO)C(F)(F)C(F)(F)C(F)(F)OC(F)(C(=O)NCCO)C(F)(F)F (centres undefined)	-3%	5%	3%
Fc1ccccc1Cc1noc(CN(Cc2ccccn2)CC2CCCO2)n1 (centres undefined)	-4%	?	-1%
C=CCn1cccc(C(=O)Nc2ccc(F)cc2)c1=O	-1%	-6%	-16%
C[n+]1c(/C=C/c2ccc(O)cc2)ccc2ccccc21	-5%	18µM*	?
O=C(NCc1ccccc1)N1CCn2c(nc3ccccc32)C1	4%	-3%	-3%
Cc1oc(-c2ccccc2F)nc1CSCC(=O)NCc1ccccc1	0%	?	?
CCCC(=O)Nc1cc(=O)n(C)c(=O)n1C	-3%	-23%	-13%
COc1cc(OC)c(NC(=O)CCNS(=O)(=O)c2ccc3c(c2)CC(C)N3C(C)=O)cc1Cl (centres undefined)	-7%	22%	19%
Cc1cc(/C=C(\C#N)C(=O)NC2CC2)c(C)[nH]1	-4%	-5%	14%
COc1cc(C2CC(=O)c3cnc(NC(C)=O)nc3C2)cc(OC)c1OC (centres undefined)	-5%	4%	-15%

Whole records, looked up by structure. Values in the order: GCN5L2 inh | DT40 TDP1 no CPT | DT40 TDP1 CPT
Shown for CCCC(=O)Nc1cc(=O)n(C)c(=O)n1C : -3% | -23% | -13%
Shown for COc1ccc(NC(=O)CN2C(=O)C3(SCC(=O)N3c3ccccc3)c3ccccc32)cc1Cl (centres undefined) : -13% | ? | ?
Shown for COc1cc(OC)c(NC(=O)CCNS(=O)(=O)c2ccc3c(c2)CC(C)N3C(C)=O)cc1Cl (centres undefined) : -7% | 22% | 19%
Shown for Cc1oc(-c2ccc(C(=O)NCc3cccc(F)c3)cc2)nc1COc1ccccc1 : 1% | -30% | -23%
Shown for O=C(CCc1ccccn1)N1CCCC(Nc2ccc(F)cc2)C1 (centres undefined) : -10% | 5% | -5%

These rows are one share of the data (hit frequency here may not be typical).
